Screens as filed in PubChem.
UPR CHOP act – activators of apoptotic CHOP UPR arm, primary screen, cell-based, CHO-CHOP luciferase reporter, luminescence, uHTS; activation, % at 10 µM; UPR activation; percent of tunicamycin response over DMSO baseline; hit rate 0.34% among 330,000;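 active means at 10 µM dose, activation of 40% or more, normalized to positive control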;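 further: 100% = tunicamycin at 10 µg/mL and 0% = DMSO alone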
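Assay system: CHO-CHOP cells, stable luciferase reporter of PERK-eIF2a-CHOP signalling / Buffer or medium: F12 plus 10% serum / Compound dosing: one dose, 10 µM in 0.5% DMSO / Times: 6 h compound treatment, 37 °C / Technique: luciferase luminescence / Read-out: % reporter activation, DMSO baseline versus tunicamycin full activation / Benchmarks: tunicamycin and DMSO controls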
tim10-1 inh – growth inhibitors of tim10-1 mutant yeast, primary screen, luminescence, uHTS; S. cerevisiae tim10-1 ts strain growth, BacTiter-Glo, 24 h; inhibition, % at 20 µM; hit rate 2.2% among 330,000; AID 463190, 2010;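 active means inhibition of at least 40%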;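 further: mutant grown at 25 °C; 0% = DMSO wells with yeast and 100% = wells holding no yeast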
TIM10 inh – growth inhibitors of isogenic TIM10 control yeast, primary screen, counter-screen for tim10-1 yeast inhibitor project, luminescence, uHTS. AID 463195, 2010. inhibition, % at 10 µM. S. cerevisiae TIM10 strain growth, BacTiter-Glo luminescence, 24 h. hit rate 1.4% among 330,000;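 active means inhibition of 40% or more at the single tested concentration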;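 further: wild-type TIM10 isogenic control strain grown at permissive 25 °C; 0% = DMSO yeast wells and 100% = minimal medium wells without yeast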
Mdm2 MdmX PPI – inhibitors of human Mdm2-MdmX association, primary screen, cell-based, luminescence, split luciferase, SaOS-2, uHTS | Protein Mdm4 (Homo sapiens) + E3 ubiquitin-protein ligase Mdm2 (Homo sapiens), … | SaOS-2 split-luciferase Mdm2/MdmX complementation | inhibition, % at 8 µM | hit rate 3% among 330,000 | AID 485346, 2010;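 active means inhibition of at least 50% at 8 µM in the primary screen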
APJ antagonist – antagonists of human apelin receptor APJ, primary screen, CHO-K1 cells, beta-arrestin complementation, luminescence; P35414; inhibition, % at 20 µM; hit rate 0.32% among 330,000; AID 2521, 2010;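 active means inhibition above about 40% at 20 µM, limit read from the data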;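 further: cells challenged with 10 nM apelin-13 agonist together with compound; plate controls were apelin-13 plus DMSO wells for no effect and DMSO wells lacking apelin-13 for full effect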
Target sequence (P35414 whole entry, looked up): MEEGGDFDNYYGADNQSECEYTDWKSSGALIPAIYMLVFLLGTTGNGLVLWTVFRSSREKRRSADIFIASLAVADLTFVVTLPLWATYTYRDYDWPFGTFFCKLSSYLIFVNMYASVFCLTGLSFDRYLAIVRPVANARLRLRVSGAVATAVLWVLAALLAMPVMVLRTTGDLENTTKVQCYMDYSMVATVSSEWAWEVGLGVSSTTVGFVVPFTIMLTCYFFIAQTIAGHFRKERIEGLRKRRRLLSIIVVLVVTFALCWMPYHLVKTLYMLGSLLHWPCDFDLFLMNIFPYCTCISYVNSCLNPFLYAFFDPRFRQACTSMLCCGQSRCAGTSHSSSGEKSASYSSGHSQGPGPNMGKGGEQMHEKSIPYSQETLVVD
APJ ag – agonists of human apelin receptor APJ, primary screen, CHO-K1 cells, PathHunter beta-arrestin, luminescence; P35414; 0% DMSO wells, 100% apelin; activation, % at 20 µM; hit rate 0.11% among 330,000; AID 2520, 2010;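 active means activation more than six SD over the plate average, tested at 20 µM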;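 further: 0% = DMSO alone and 100% = apelin-13 at 10 nM; some results filed as inactive read as strong as hits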
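Test system: CHO-K1 APJ beta-arrestin complementation cell line. Amount: cell density 1000 per well. Controls: DMSO negative, 10 nM Apelin-13 positive. Signal: luminescent beta-gal fragment complementation, chemiluminescent substrate. Read-out basis: agonist-driven arrestin binding to APJ. Timing: compound stimulation 90 min at 25 °C, detection 60 min.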
tim23-1 inh – growth inhibitors of tim23-1 mutant yeast, primary screen, luminescence, uHTS; S. cerevisiae tim23-1 growth, BacTiter-Glo luminescence, 24 h; inhibition, % at 20 µM; hit rate 1.3% among 330,000; AID 463212, 2010;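 active means growth inhibition of the mutant yeast at or above 50%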;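 further: temperature-sensitive mutant grown at 25 °C; plate controls were DMSO-treated mutant yeast for no effect and medium wells lacking yeast for full effect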
UPR XBP1 act – activators of adaptive XBP1 UPR arm, primary screen, cell-based, CHO-XBP1 luciferase reporter, luminescence, uHTS; IRE1-XBP1 UPR activation; percent of tunicamycin response, DMSO as zero; activation, % at 20 µM; hit rate 0.33% among 330,000;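 active means versus positive control, 20 µM dose yields 30% or more activation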;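 further: 100% = tunicamycin at 10 µg/mL and 0% = DMSO only wells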
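Material: CHO cell line with stable XBP1 luciferase reporter; buffer or medium: F12 medium containing 10% fetal bovine serum; compound: single point, 20 µM final compound, 1% DMSO; incubation: 6 h treatment, 37 °C; measured by: glow luminescence from Steady-Glo reagent; evaluation: activation, % of tunicamycin; control set: tunicamycin high, DMSO low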
CXCR6 block – CXCR6 receptor inhibitors, primary screen, cell-based, beta-arrestin, luminescence, CHO-K1 PathHunter, 1536-well | C-X-C chemokine receptor type 6 (Homo sapiens), O00574 | hit rate 0.36% among 360,000 | inhibition, % at 20 µM; in the data active means inhibition above about 34%, passing the limit was not always enough;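 further: antagonist mode with CXCL16 agonist at 10 nM final; 0% = 10 nM CXCL16 with DMSO and 100% = unstimulated wells without agonist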
Target sequence (O00574 whole entry, looked up): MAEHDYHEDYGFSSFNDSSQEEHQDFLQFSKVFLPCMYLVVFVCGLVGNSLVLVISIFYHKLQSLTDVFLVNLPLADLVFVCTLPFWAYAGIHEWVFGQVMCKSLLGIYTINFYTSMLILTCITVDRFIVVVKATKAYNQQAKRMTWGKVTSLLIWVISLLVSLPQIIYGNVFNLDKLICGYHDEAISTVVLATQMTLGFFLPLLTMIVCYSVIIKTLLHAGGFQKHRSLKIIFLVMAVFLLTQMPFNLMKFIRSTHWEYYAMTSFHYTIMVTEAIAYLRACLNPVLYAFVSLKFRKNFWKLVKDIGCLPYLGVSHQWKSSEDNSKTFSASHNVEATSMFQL
* hit, by the source's call; & = joins results of further samples. These rows are one share of the data. The share of hits here may be higher or lower than overall.

Every second line gives: UPR CHOP act	tim10-1 inh	TIM10 inh	Mdm2 MdmX PPI	APJ antagonist	APJ ag	tim23-1 inh	UPR XBP1 act	CXCR6 block
1) Cc1cc(Cl)ccc1OCc1cn2cccnc2n1
 : 4.8	7	8	-77	6	4	4	0	-2
2) CN(CCO)c1cc(Sc2nc3ccccc3s2)c2nonc2c1[N+](=O)[O-]
 : -10.0	41*	53*	97*	97*	-9	14	-7	99*
3) COc1cc(C(=O)NCc2cn3ccsc3n2)cc(OC)c1OC
 : 0.6	-9	-9	15	-14	1	-6	-4	-2
4) C/C(=N\Nc1cc(C(F)(F)F)ccc1Cl)c1ccccc1O
 : -2.2	47*	33	2	6	-3	25	-5	2
5) CCc1cc(=O)oc2cc(C)cc(OCC(=O)NCCCN3CCOCC3)c12
 : -0.1	-12	1	9	-11	-3	-10	-4	-4
6) O=C(NCC(=O)N(Cc1cccs1)C(C(=O)NC1CCCC1)c1cccnc1)c1ccco1 (stereo unspecified)
 : -0.4	13	-4	-12	6	0	8	0	1
7) CCC(=O)Nc1nnc(CSCc2ccc(F)cc2)s1
 : -1.1	4	0	17	7	5	16	1	-6
8) O=C(O)c1ccc(N2Cc3ccccc3C2)cc1O
 : 0.6	1	7	25	-11	-2	2	-4	-4
9) COc1ccc(NC(=O)CN(C)C(=O)c2ccc(NS(=O)(=O)c3ccc4[nH]c(=O)[nH]c4c3)cc2)cc1
 : 1.0	-11	8	-18	7	12	14	1	-4
10) O=C(NCc1ccc2c(c1)OCO2)c1cccnc1Cl
 : 1.9	10	12	19	8	-3	2	-1	-1
11) O=C(Nc1ccccc1)c1n[nH]c(Cn2cncn2)n1
 : 0.6	8	-18	14	-18	0	3	2	-4
12) Cc1ccc(NC(=O)c2cc(-c3cccs3)on2)cc1C
 : 4.5	-38	-23	-190	-13	4	9	2	0
13) O=c1[nH]nc(SCc2ccccc2Cl)n1-c1ccc2c(c1)OCCO2
 : 0.1	8	9	-4	-10	-4	-3	2	1
14) O=C(O)c1ccc2nc(-c3ccco3)c(-c3ccco3)nc2c1
 : 2.2	2	26	4	-42	0	17	0	7
15) S=C(NCCc1ccccc1)N1CCN(Cc2ccccc2)CC1
 : 1.7	0	-5	3	14	1	7	-2	-10

A run of entries from the list above, for reference:
Every second line gives: UPR CHOP act	tim10-1 inh	TIM10 inh	Mdm2 MdmX PPI	APJ antagonist	APJ ag	tim23-1 inh	UPR XBP1 act	CXCR6 block
1) Cc1cc(Cl)ccc1OCc1cn2cccnc2n1
 : 4.8	7	8	-77	6	4	4	0	-2
2) CN(CCO)c1cc(Sc2nc3ccccc3s2)c2nonc2c1[N+](=O)[O-]
 : -10.0	41*	53*	97*	97*	-9	14	-7	99*

Later entries
Every second line gives: UPR CHOP act	tim10-1 inh	TIM10 inh	Mdm2 MdmX PPI	APJ antagonist	APJ ag	tim23-1 inh	UPR XBP1 act	CXCR6 block
16) Cc1ccccc1NC(=S)N(Cc1cccs1)C1CCCC1
 : 1.9	35	15	6	-9	0	35	-1	0
17) Cc1cc(C(=O)COC(=O)c2ccc3c(c2)OCO3)c(C)n1CC1CCCO1 (stereo unspecified)
 : -2.3	19	12	42	6	-5	36	-5	-1
18) COC(=O)C1=C(C)N(Cc2ccccc2)C(=NCC2CC2)N[C@H]1c1ccccc1
 : 2.0	-3	1	46	22	-3	-2	-2	10
19) C=CCN1C(=O)c2ccc(C(=O)OCC(=O)N(CC)C3CCS(=O)(=O)C3)cc2C1=O (stereo unspecified)
 : 0.5	2	0	-12	-3	1	3	-3	2
20) c1ccc(Cn2nnnc2CN2CCN(c3ncccn3)CC2)cc1
 : 3.4	33	23	-25	9	-1	17	-2	-6
21) O=C(COc1ccc(Br)cc1)Nc1ccc(C(=O)Nc2ccccc2C(=O)O)cc1
 : -0.6	28	1	-2	-13	0	14	-1	-10
22) COc1ccc(C(=O)Nc2ccccc2C(N)=O)cc1
 : 2.0	-6	-11	-78	13	-3	15	2	-5
23) COc1ccc(CNC(=O)CCc2nnc3ccc(N4CCC5(CC4)OCCO5)nn23)cc1
 : -0.1	14	13	5	-4	2	19	-4	-2
24) Cc1ccccc1OCC(=O)Nc1nnc(C2CC2)s1
 : 1.4	35	-6	-9	-28	-1	18	0	-12
25) COc1ccc(NC(=O)CCS(=O)(=O)c2ccc3c(c2)NC(=O)C(C)S3)cc1OC (stereo unspecified)
 : -0.9	16	3	17	12	-2	8	0	-9
26) CCOC(=O)C1CCCN(C(=O)c2cc(-c3ccc(F)cc3)nc3ccccc23)C1 (stereo unspecified)
 : 0.2	25	-5	-5	-11	-3	24	1	4
27) Cc1cccc(Oc2ncnc(N)c2[N+](=O)[O-])c1C
 : 0.5	18	-1	19	7	-10	5	-1	-1
28) CC(=O)c1cccc(OCC(O)CNCCOc2ccc(C)cc2)c1 (stereo unspecified)
 : -0.3	1	10	-11	10	-1	-10	0	-1
29) N#C[C@H]1C2OC2c2ccccc2N1C(=O)c1ccccc1 (stereo partly specified)
 : -2.2	-13	8	6	-71	-3	7	-2	3
30) CCc1ccc(C(=O)CSc2ncn[nH]2)cc1
 : 4.9	24	16	-33	3	-3	13	3	-9

New compounds follow.
Every second line gives: UPR CHOP act	tim10-1 inh	TIM10 inh	Mdm2 MdmX PPI	APJ antagonist	APJ ag	tim23-1 inh	UPR XBP1 act	CXCR6 block
31) CC(=O)c1c(C)[nH]c(C(=O)N2c3ccccc3CC2C)c1C (stereo unspecified)
 : 0.2	22	11	13	8	0	11	-1	4
32) NCCCC[C@H]1CNC(=O)C(=O)N1CCc1cc(C(F)(F)F)cc(C(F)(F)F)c1
 : -0.3	-11	4	-31	14	8	5	-2	10
33) CCOC(=O)C1CCCN(Cc2nc(C3CC3)no2)C1 (stereo unspecified)
 : -1.0	-13	2	6	4	-4	2	-2	0
34) Cc1cccc(NC(=O)c2cc3ccccc3oc2=O)c1
 : -0.3	1	-7	-96	13	-2	11	-6	5
35) COc1ccccc1N1CCN(C(=S)Nc2ccccc2)CC1
 : 0.3	12	-1	12	4	-2	8	-3	0&0
36) Cc1ccc(CN(CC(O)COc2cccc3[nH]cc(C)c23)C(C)(C)C)cc1 (stereo unspecified)
 : -1.1	-45	-16	-22	2	-2	-35	-1	8
37) O=C(CSc1cccc[n+]1[O-])Nc1ccc2c(c1)OCCO2
 : 3.1	-10	13	-24	-2	-4	11	-5	-6
38) CCCCN1CC(O)=C(c2nc(-c3ccc(Cl)cc3)cs2)C1=N
 : -1.1	18	6	40	-23	8	-2	2	4
39) Cn1c(CN2CCCC2)nc2cc(NC(=O)C3CCCCC3)ccc21
 : -0.1	4	-2	1	-14	-6	2	0	-2
40) Cc1ccccc1-n1ncc2c1CC(C)(C)CC2NC(=O)C1=CC(=O)CC(C)(C)O1 (stereo unspecified)
 : 0.3	12	8	2	11	-5	8	-2	3
41) COc1ccc(CS(=O)(=O)c2ncn[nH]2)cc1
 : 0.7	-3	4	12	8	-1	0	-4	3
42) Cc1cccc(/C=N/n2c(C)nnc2C)c1
 : 2.1	13	11	23	-6	-2	2	-6	5
43) O=C(c1ccc(-c2ccc(Cl)cc2)o1)N1CCN(S(=O)(=O)c2cccs2)CC1
 : 1.6	22	18	26	2	-1	35	3	-3
44) Cc1ccc2c(c1)C=CC(C)(C)S2=O (stereo unspecified)
 : 2.7	9	-3	-14	7	5	1	2	-6
45) CCC(Sc1nc(C)cc(=O)[nH]1)C(=O)Nc1nc2c(s1)CCCC2 (stereo unspecified)
 : -0.9	24	2	8	-4	-2	7	-2	3

The results go on.
Every second line gives: UPR CHOP act	tim10-1 inh	TIM10 inh	Mdm2 MdmX PPI	APJ antagonist	APJ ag	tim23-1 inh	UPR XBP1 act	CXCR6 block
46) CC/S(C)=N/S(=O)(=O)c1ccc(C)cc1 (stereo unspecified)
 : 0.6	-12	-7	-7	7	-2	-7	-2	-9
47) CCOC(=O)NC(NCc1ccccc1Cl)(C(F)(F)F)C(F)(F)F
 : 0.3	8	-1	0	15	5	18	3	16
48) COc1ccccc1NC(=O)CSc1nnc(COc2ccccc2OC)n1C
 : -1.1	20	9	-8	-12	-3	16	5	10
49) NCCCNC(=O)c1ccc(/C=N/O)nc1
 : -2.1	2	-3	3	9	-3	-3	4	-4
50) CC(C)CN1CCC(=O)N([C@H](COc2ccccc2)Cc2ccccc2)CC1
 : -1.0	13	6	5	12	-5	23	-3	-2
51) COc1cc(/C=N/OCC(=O)Nc2cc(C)on2)ccc1OCc1ccccc1
 : 2.0	-2	-5	12	-8	3	-3	-1	0
52) O=C(O)C1C2CCC(C2)C1C(=O)NCc1ccccn1 (stereo unspecified)
 : -0.5	8	0	-2	10	-3	-2	3	6
53) C=CCNC(=O)c1ccc(-c2nc(-c3ccccc3)cs2)cc1
 : 6.7	18	6	-77	4	0	29	2	1
54) O=C(NCc1ccc2c(c1)OCO2)C1CCC(=O)N1C1CCCC1 (stereo unspecified)
 : -0.6	11	-14	13	-8	0	-1	4	7
55) COC(=O)c1cc(OC)c(OC)cc1NC(=S)N1CCCC1
 : -1.1	10	-5	6	12	0	8	-4	4
56) CC1(C)Nc2ccccc2C(=O)N1c1ccccc1
 : 4.5	-30	1	27	9	1	-18	-4	-12

Sorted by number of heavy atoms (falling): some entries from above.
Every second line gives: UPR CHOP act	tim10-1 inh	TIM10 inh	Mdm2 MdmX PPI	APJ antagonist	APJ ag	tim23-1 inh	UPR XBP1 act	CXCR6 block
53) C=CCNC(=O)c1ccc(-c2nc(-c3ccccc3)cs2)cc1
 : 6.7	18	6	-77	4	0	29	2	1
55) COC(=O)c1cc(OC)c(OC)cc1NC(=S)N1CCCC1
 : -1.1	10	-5	6	12	0	8	-4	4
52) O=C(O)C1C2CCC(C2)C1C(=O)NCc1ccccn1 (stereo unspecified)
 : -0.5	8	0	-2	10	-3	-2	3	6
56) CC1(C)Nc2ccccc2C(=O)N1c1ccccc1
 : 4.5	-30	1	27	9	1	-18	-4	-12
